Screening data from PubChem BioAssay.
GAA spleen mod: qHTS Assay for Inhibitors and Activators of Human alpha-Glucosidase From Spleen Homogenate; Lysosomal alpha-glucosidase (Homo sapiens), P10253; human spleen homogenate, 4-MU-alpha-glucoside fluorescence; Potency, µM (series often up to 79.9 µM), inactives show at the top dose activity change, negative = inhibition, usual class: inhibitors; hit rate 0.006% among 240,000;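 note: 0% = enzyme with vehicle and -100% = no enzyme basal signal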
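Enzyme source: human spleen homogenate, 1 ug/well. Buffer 50 mM citric acid/K phosphate pH 5.0, 0.01% Tween-20. 4-MU-alpha-glucoside 1 mM; 37 C x 40 min; NaOH/glycine stop; fluorescence.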
GLA spleen mod: qHTS Assay for Inhibitors and Activators of Human alpha-Galactosidase From Spleen Homogenate; Alpha-galactosidase A (Homo sapiens), P06280; human spleen homogenate, 4MU-alpha-Gal fluorescence, 40 min; hit rate 0.008% among 240,000; Potency, µM (doses to about 80 µM), inactives show at the highest dose activity change, negative = inhibition, actives largely listed as inhibitors;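 note: 0% = enzyme with vehicle and -100% = no enzyme basal signal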
Target sequence (P06280 32-429 limits assumed): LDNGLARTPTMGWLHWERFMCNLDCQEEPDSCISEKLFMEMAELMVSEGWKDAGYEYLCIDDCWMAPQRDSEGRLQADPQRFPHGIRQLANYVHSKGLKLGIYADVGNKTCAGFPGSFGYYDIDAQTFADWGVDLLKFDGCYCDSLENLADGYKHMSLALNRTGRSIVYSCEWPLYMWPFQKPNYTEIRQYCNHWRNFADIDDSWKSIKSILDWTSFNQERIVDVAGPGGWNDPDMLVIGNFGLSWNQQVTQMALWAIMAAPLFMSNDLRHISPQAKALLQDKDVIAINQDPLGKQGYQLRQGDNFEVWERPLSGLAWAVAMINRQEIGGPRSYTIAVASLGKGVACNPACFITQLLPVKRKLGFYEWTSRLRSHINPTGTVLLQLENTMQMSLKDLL
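Human spleen homogenate (1 ug) was the enzyme source, with 4-methylumbelliferyl-alpha-D-galactopyranoside (1 mM final) in pH 5.0 citrate buffer with 0.01% Tween-20. Compounds were titrated; after 40 min at 37C, NaOH/glycine stop, 4-MU fluorescence read; AC50 from Hill fits.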
Starred values were filed as active, the others as inactive. Calls come from the whole dose curve; as a rule, active = well fitted curve in the direction sought with a large enough effect; inconclusive = small, poorly fitted or top-dose-only effect, or another doubt; inactive = no such curve, though single readings can be large; an effect the other way counts as inactive or inconclusive. Potency is the fitted concentration of half-maximal effect.

SMILES | GAA spleen mod | GLA spleen mod
COc1cccc(C2=Nn3c(nnc3-c3ccc(OC)cc3OC)SC2)c1 | -1% | 2%
COc1ccc(/C=C/C(=O)c2c(OC)cc(O)cc2OC)cc1 | -5% | 6%
COC(=O)CN1C(=O)[C@@H]2[C@H](C1=O)[C@@H]1CC(C(=O)OC)=C[C@@H](C(=O)OC)C3C1=C(C(=O)[C@@]3(C)NC(=O)c1ccccc1)[C@@H]2C (some centres not stated) | 10% | 24%
O=C(O)c1ccc2c(c1)C(=O)N([C@H](Cc1ccc3ccccc3c1)C(=O)O)C2=O | -1% | -12%
C=C1CCN(C(C(=O)O)C(C)C)S(=O)(=O)c2ccccc21 (configuration not stated) | -6% | 0%
Cc1ccc(C[C@H](C(=O)O)N2C(=O)c3ccc(C(=O)O)cc3C2=O)cc1 | -2% | 0%
COC(=O)[C@H](C)[C@H](CC(C)C)NC(=O)[C@H](C)[C@H](CC(C)C)NC(=O)c1ccccn1 | -6% | 3%
CCC/C=C1\CCCOC(C(=O)NCc2ccccc2)(C(F)(F)F)C1 (configuration not stated) | 10% | 6%
O=c1cc(-c2ccc(O)cc2)oc2c([C@@H]3O[C@H](CO)[C@@H](O)[C@H](O)[C@H]3O)c(O)cc(O)c12 | -4% | -18%
C[C@@]12CCc3occc3[C@H]1CC[C@]13CC(=O)[C@@H](CC[C@H]12)C3 | 3% | 3%
CCC1(c2ccccc2)NC(=O)NC1=O (configuration not stated) | 2% | 13%
CN(C(=O)c1ccc(OCC=C(c2ccccc2)c2ccccc2)cc1)c1ccccc1I | -10% | -1%
COc1cccc(-c2nnc3n2N=C(c2ccccc2OC)CS3)c1 | 13% | 10%
CSCC[C@H](NC(=O)[C@@H]1CCCN1C(=O)CNC(=O)[C@H](CCCCN)NC(=O)[C@H](Cc1cnc[nH]1)NC(=O)[C@H](CO)NC(=O)[C@H](CC(C)C)NC(=O)[C@H](CCCNC(=N)N)NC(=O)[C@@H]1CCCN1C(=O)[C@H](CCCNC(=N)N)NC(=O)[C@H](CCC(N)=O)NC(=O)[C@H](CCCNC(=N)N)NC(=O)[C@H](CCCNC(=N)N)NC(=O)[C@H](Cc1ccccc1)NC(=O)[C@@H](N)CCCCN)C(=O)N1CCC[C@H]1C(=O)N[C@@H](Cc1ccccc1)C(=O)O | 0% | -5%
CC[C@H](C)[C@H](NC(=O)[C@H](Cc1ccc(O)cc1)NC(=O)[C@@H](NC(=O)[C@H](CCCN=C(N)N)NC(=O)[C@@H](N)CC(=O)O)C(C)C)C(=O)N[C@@H](Cc1ccc(N)cc1)C(=O)N1CCC[C@H]1C(=O)N[C@@H](Cc1ccccc1)C(=O)O | -14% | 1%
CC1CC=CC2C1C(=O)N(Cc1ccccc1)C2c1ccc(-c2ccc(N(C)C)cc2)cc1F (configuration not stated) | -4% | 1%
CC(=O)OCC(NC(=O)C(C)NC(=O)OC(C)(C)C)C1OC(n2cc(F)c(=O)[nH]c2=O)C(OC(C)=O)C1OC(C)=O (configuration not stated) | 8% | 1%
CC1CCC2C(C)C3C(CC4[C@@H]5CC=C6C[C@@H](O)CC[C@]6(C)C5CC[C@]34C)N2C1 (some centres not stated) | 7% | 0%
O=C(Nc1cccc(C(F)(F)F)c1)Nc1cc(Cl)ccc1C(=O)O | -1% | 4%
O=C(NCc1ccccn1)[C@]1(C(F)(F)F)C[C@H](CCc2ccccc2)CCCO1 | -6% | 3%
CN(C)c1ccc(-c2ccc(C3C4C=CCCC4(C)C(=O)N3Cc3ccccc3)c(F)c2)cc1 (configuration not stated) | -9% | -1%
COC(=O)/C(=C\c1c(OC)cc(OC)cc1OC)C(=O)c1ccc2c(c1)OCO2 | -11% | -19%
Cc1ccc(SCC(c2ccccc2)N2CCN(C)CCC2=O)cc1 (configuration not stated) | 5% | 0%
COC(=O)C(NS(N)(=O)=O)C(C)C (configuration not stated) | 17% | 18%
CC12CCC=CC1C(c1ccc3ccccc3c1C=Cc1ccccc1)N(Cc1ccccc1)C2=O (configuration not stated) | 7% | 0%

Five successive compounds from above, quoted:
SMILES | GAA spleen mod | GLA spleen mod
COc1cccc(C2=Nn3c(nnc3-c3ccc(OC)cc3OC)SC2)c1 | -1% | 2%
COc1ccc(/C=C/C(=O)c2c(OC)cc(O)cc2OC)cc1 | -5% | 6%
COC(=O)CN1C(=O)[C@@H]2[C@H](C1=O)[C@@H]1CC(C(=O)OC)=C[C@@H](C(=O)OC)C3C1=C(C(=O)[C@@]3(C)NC(=O)c1ccccc1)[C@@H]2C (some centres not stated) | 10% | 24%
O=C(O)c1ccc2c(c1)C(=O)N([C@H](Cc1ccc3ccccc3c1)C(=O)O)C2=O | -1% | -12%
C=C1CCN(C(C(=O)O)C(C)C)S(=O)(=O)c2ccccc21 (configuration not stated) | -6% | 0%

Some of the entries above in another layout:
Values run as follows: GAA spleen mod, GLA spleen mod
COc1cccc(C2=Nn3c(nnc3-c3ccc(OC)cc3OC)SC2)c1
  -1%, 2%
CC1CC=CC2C1C(=O)N(Cc1ccccc1)C2c1ccc(-c2ccc(N(C)C)cc2)cc1F (configuration not stated)
  -4%, 1%
C[C@@]12CCc3occc3[C@H]1CC[C@]13CC(=O)[C@@H](CC[C@H]12)C3
  3%, 3%
COC(=O)[C@H](C)[C@H](CC(C)C)NC(=O)[C@H](C)[C@H](CC(C)C)NC(=O)c1ccccn1
  -6%, 3%
CC1CCC2C(C)C3C(CC4[C@@H]5CC=C6C[C@@H](O)CC[C@]6(C)C5CC[C@]34C)N2C1 (some centres not stated)
  7%, 0%

(cont.)
SMILES | GAA spleen mod | GLA spleen mod
C/C=C1\COC(C(=O)NCc2ccccn2)(C(F)(F)F)C=C1C=C(C)C (configuration not stated) | 10% | 2%
NCCCC[C@H](NC(=O)[C@@H]1CCCN1C(=O)[C@H](CO)NC(=O)[C@H](CC(=O)O)NC(=O)CNC(=O)[C@H](CCCN=C(N)N)NC(=O)CN)C(=O)O | -14% | -4%
CNC(=O)C1(C(F)(F)F)C/C(=C\Cc2ccccc2)CCCO1 (configuration not stated) | -7% | 3%
COc1ccc(-c2ccc(OC)c(C3C4C=CCCC4(C)C(=O)N3Cc3ccccc3)c2)cc1OC (configuration not stated) | -3% | 1%
CC(C)[C@H](NC(=O)[C@H](CC(=O)O)NC(=O)CNC(=O)[C@@H](N)CCCN=C(N)N)C(=O)O | 3% | -5%
CCCCC(CC)COC(=O)CC(C(=O)OCC(CC)CCCC)S(=O)(=O)O (configuration not stated) | 3% | 7%
CC[C@H](C)[C@H](NC(=O)CNC(=O)[C@H](CCCNC(=N)N)NC(=O)[C@H](CO)NC(=O)[C@H](C)NC(=O)[C@H](Cc1ccc(O)cc1)NC(=O)[C@H](Cc1c[nH]c2ccccc12)NC(=O)[C@H](C)NC(=O)[C@@H]1CCCN1C(=O)[C@H](CC(N)=O)NC(=O)[C@@H](NC(=O)[C@H](CC(=O)O)NC(=O)[C@@H]1CCCN1C(=O)[C@@H](N)[C@@H](C)O)[C@@H](C)CC)C(=O)N[C@@H](CCCNC(=N)N)C(=O)N1CCC[C@H]1C(=O)N[C@H](C(=O)NCC(=O)N[C@@H](CCCNC(=N)N)C(=O)N[C@@H](Cc1ccccc1)C(N)=O)C(C)C | 4% | -6%
NC(=O)c1ccccc1C[C@H](C(=O)O)N1C(=O)c2ccc(C(=O)O)cc2C1=O | -3% | -1%
CC(C)C[C@H](NC(=O)[C@H](CCCCN)NC(=O)[C@H](CCC(N)=O)NC(=O)[C@H](Cc1cnc[nH]1)NC(=O)[C@H](Cc1cnc[nH]1)NC(=O)[C@@H](N)C(C)C)C(=O)N[C@H](C(=O)N[C@@H](Cc1ccccc1)C(=O)N[C@@H](Cc1ccccc1)C(=O)N[C@@H](C)C(=O)N[C@@H](CCC(=O)O)C(=O)N[C@@H](CC(=O)O)C(=O)N[C@H](C(=O)NCC(=O)N[C@@H](CO)C(=O)N[C@@H](CC(N)=O)C(=O)N[C@@H](CCCCN)C(=O)O)C(C)C)C(C)C | -4% | -15%
C#C[C@]1(O)CC[C@H]2[C@H]3CCc4cc(O)ccc4[C@@H]3CC[C@@]21C | 1% | -1%
CCN(CC)/[N+]([O-])=N/Oc1cc(O/[N+]([O-])=N/N2CCCC2CO)c([N+](=O)[O-])cc1[N+](=O)[O-] (configuration not stated) | 13% | 11%
COc1ccc(-c2nnc3n2N=C(c2ccc(OC)cc2OC)CS3)cc1 | 2% | -4%
CC(=O)c1ccc(C2CC34CNS(=O)(=O)C3CC2O4)cc1 (configuration not stated) | 1% | 11%
CCOC(OCC)OCC | -1% | -7%
C/C=C1\COC(C(=O)NCc2ccccc2)(C(F)(F)F)C=C1C=C1CCCCC1 (configuration not stated) | -4% | -9%
CCC1(CC)C(=O)C2=C3C1[C@H](C(=O)OC)CC(C(=O)OC)C[C@H]3n1c(=O)n(C)c(=O)n1[C@H]2C (some centres not stated) | 6% | 18%
CC1CCN(CCCC(=O)c2ccc(F)cc2)CC1 | 7% | 2%
CCCCCCCCCCCCC/C=C/C(O)C(COP(=O)(O)OCCN)NC(=O)CCCCCCCCCCCCCCCCC (configuration not stated) | 0% | 7%
Cc1cc(N(C)C)nc(Cl)n1 | 2% | 8%
CC(C)(C)OC(=O)N1CC23CC(c4ccc(F)cc4)C(CC2S1(=O)=O)O3 (configuration not stated) | 4% | 3%
C=C(C)C1CCC(C)C(OC(C)=O)C1 (configuration not stated) | 2% | 3%
CSCC[C@H](NC(=O)[C@H](Cc1ccccc1)NC(=O)[C@H](Cc1cnc[nH]1)NC(=O)CNC(=O)[C@@H](NC(=O)[C@H](C)NC(=O)[C@H](Cc1c[nH]c2ccccc12)NC(=O)[C@H](CCC(N)=O)NC(=O)[C@@H]1CCCN1C(=O)[C@@H](NC(=O)[C@@H]1CCC(=O)N1)C(C)C)C(C)C)C(N)=O | -1% | -1%
CCn1c(=O)n(C2=C(CO)CN(CC3CCCCCCC3)CC2)c2ccccc21 | -21% | 4%
COc1cccc(-c2nnc3n2N=C(c2ccc(OC)cc2OC)CS3)c1 | 2% | 0%
Cc1cc(=O)oc2cc(NC(=O)C(CCCCN)NC(=O)C(CC3CCCCC3)NC(=O)OCC3c4ccccc4-c4ccccc43)ccc12 (configuration not stated) | 4% | 23%

An excerpt of these results, with values under each structure.
Every second line gives: GAA spleen mod	GLA spleen mod
CC1CC=CC2C1C(=O)N(Cc1ccccc1)C2c1ccc(-c2ccc(N(C)C)cc2)cc1F (configuration not stated)
 : -4%	1%
COc1cccc(C2=Nn3c(nnc3-c3ccc(OC)cc3OC)SC2)c1
 : -1%	2%

(continued)
SMILES | GAA spleen mod | GLA spleen mod
CCCC/C=C/[C@H](c1ccccc1)[C@H](CO)Cc1ccc2ccccc2c1 | -5% | -6%
O=[N+]([O-])c1cccc(CN2C(COCc3ccccc3)CCC=CS2(=O)=O)c1 (configuration not stated) | 5% | 7%
CCCN1CCC(=O)N(C(CSc2ccc(OC)cc2)Cc2ccccc2)CC1 (configuration not stated) | -9% | -2%
CCOc1ccccc1-c1nnc2n1N=C(c1ccc(OC)c(OC)c1)CS2 | 3% | -6%
Cc1cccc(C[C@H](C(=O)O)N2C(=O)c3ccc(C(=O)O)cc3C2=O)c1 | 2% | -1%
NCCCCCCCCCCNCCCN | -3% | -3%
CC(=O)OCON[N+]([O-])=NC1CCCCC1 | 8% | -12%
COc1ccccc1C1=Nn2c(nnc2-c2ccccc2O)SC1 | 6% | 7%
C/C(=C\COc1c2ccoc2cc2oc(=O)ccc12)CCC(O)C(C)(C)O (configuration not stated) | -2% | 16%
CC1CC=CC2C1C(=O)N(Cc1ccccc1)C2c1ccc(F)c(/C=C/c2ccccc2)c1 (configuration not stated) | 5% | 2%

Some of the compounds tested (hit frequency here may not be typical).
